NPR2 activator: human GC-B receptor activators, primary screen, HEK293 GC-B cells, cGMP TR-FRET, EC30 CNP. 0% at EC30 CNP, 100% saturating CNP. Atrial natriuretic peptide receptor 2 (Homo sapiens), P20594. actives 0.11% (n = 370,000). activation, % at 10 µM;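 active means activation at 10 µM reaching about 35% in either raw or pattern-adjusted values, limit read from the data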
ssDAF12 agonist: S. stercoralis DAF-12 nuclear receptor activators, primary screen, cell-based, luminescence, HEK293, GRIP1 co-expression, lit1-tk-luc; HEK293 ssDAF-12/GRIP1 lit1-tk-luc reporter; % of 3 µM dafachronic acid response; AID 652126, 2013; activation, % at 6.8 µM; actives 1% (n = 370,000); Nuclear hormone receptor DAF-12 (Strongyloides stercoralis);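 active means activation above the mean over all tested compounds plus 3 SD, cut at about 0.9% in these data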;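 further: 0% = DMSO-only wells and 100% = 3 µM delta7-dafachronic acid wells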
hcDAF-12 act: H. contortus DAF-12 nuclear receptor activators, primary screen, cell-based, luminescence, HEK293, lit1-tk-luc reporter | activation, % at 6.8 µM | HEK293 hcDAF-12 lit1-tk-luc reporter; 0% DMSO, 100% Δ7-dafachronic acid | actives 1.4% (n = 370,000) | AID 652067, 2013;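 active means activation above the mean of all tested compounds plus 3 SD, cut at about 5.5% in these data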;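 further: 100% = response to 3 µM Δ7-dafachronic acid high control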
DAX1 inh-1: DAX1 (NR0B1) inhibitors, primary screen, cell-based, HEK293, Gal4-DAX1, luciferase luminescence. Nuclear receptor subfamily 0 group B member 1 (Homo sapiens), P51843. AID 504766, 2011. actives 0.99% (n = 340,000). HEK293 Gal4-DAX1 luciferase reporter. inhibition, % at 6.75 µM;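 active means inhibition above the mean over all tested compounds plus 3 SD, cut at about 4.2% in these data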;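 further: 0% = DAX1-transfected cells with DMSO and 100% = empty-vector control cells with DMSO; inhibition shows as a rise in luminescence from relieved DAX1 repression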
GAA850 FXN act: FXN promoter activators, primary screen, cell-based, luciferase luminescence, HEK293 lucGAA850. HEK293 lucGAA850 FXN promoter luciferase reporter, 24 h; percent of 10 µM SAHA response. activation, % at 6 µM. actives 0.56% (n = 360,000). AID 540364, 2011;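 active means activation above the average of all compounds screened plus 3 SD, cutoff fixed separately per campaign, cut at about 7.5% in these data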;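 further: 0% = DMSO wells and 100% = 10 µM SAHA wells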
NPR1 activator: GC-A stimulated cGMP production enhancers – HEK293 GC-A cells, cGMP TR-FRET, EC30 ANP, primary screen | Atrial natriuretic peptide receptor 1 (Homo sapiens), P16066 | 0% at EC30 ANP, 100% saturating ANP | activation, % at 10 µM | actives 0.14% (n = 370,000) | AID 1671463, 2021; in the data active means activation above about 40%
Target sequence (P16066 whole entry, looked up): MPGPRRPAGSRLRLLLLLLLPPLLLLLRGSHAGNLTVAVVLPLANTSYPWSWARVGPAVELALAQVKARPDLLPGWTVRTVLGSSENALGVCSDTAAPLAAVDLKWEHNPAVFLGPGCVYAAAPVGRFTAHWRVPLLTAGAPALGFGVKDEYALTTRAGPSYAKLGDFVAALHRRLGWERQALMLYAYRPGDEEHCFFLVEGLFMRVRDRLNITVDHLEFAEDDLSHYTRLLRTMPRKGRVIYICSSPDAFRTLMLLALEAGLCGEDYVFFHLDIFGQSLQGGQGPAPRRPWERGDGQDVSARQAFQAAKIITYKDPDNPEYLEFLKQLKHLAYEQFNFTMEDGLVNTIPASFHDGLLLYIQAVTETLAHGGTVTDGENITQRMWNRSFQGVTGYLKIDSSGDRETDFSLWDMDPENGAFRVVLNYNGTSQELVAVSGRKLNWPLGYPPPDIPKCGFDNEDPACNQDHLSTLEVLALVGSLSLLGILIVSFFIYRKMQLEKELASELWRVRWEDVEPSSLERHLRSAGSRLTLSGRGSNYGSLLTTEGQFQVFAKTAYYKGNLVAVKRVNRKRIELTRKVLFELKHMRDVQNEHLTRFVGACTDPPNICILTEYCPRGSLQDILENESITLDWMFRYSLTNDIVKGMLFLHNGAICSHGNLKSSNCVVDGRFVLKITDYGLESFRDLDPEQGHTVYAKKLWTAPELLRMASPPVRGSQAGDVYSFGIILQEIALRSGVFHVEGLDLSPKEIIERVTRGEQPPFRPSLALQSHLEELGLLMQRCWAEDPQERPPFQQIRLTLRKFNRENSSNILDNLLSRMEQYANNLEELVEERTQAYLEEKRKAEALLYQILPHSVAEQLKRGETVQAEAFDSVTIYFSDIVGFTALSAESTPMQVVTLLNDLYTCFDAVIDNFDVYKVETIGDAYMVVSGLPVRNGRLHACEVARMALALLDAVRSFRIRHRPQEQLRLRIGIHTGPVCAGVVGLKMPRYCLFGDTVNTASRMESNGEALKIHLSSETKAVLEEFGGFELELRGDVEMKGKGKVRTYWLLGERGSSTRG
ADAM10 inh: human ADAM10 inhibitors, primary screen, biochemical, QFRET, HTS; Disintegrin and metalloproteinase domain-containing protein 10 (Homo sapiens), O14672; recombinant ADAM10, EDANS/DABCYL FRET peptide cleavage, 3 h; inhibition, % at 7 µM; actives 0.62% (n = 370,000); AID 720582, 2013;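 active means inhibition above a per-campaign cutoff equal to the mean of compounds falling between control-based bounds plus 3 SD, cut at about 20% in these data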;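 further: 0% = DMSO wells while the 100% control is not disclosed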
SMARCA2 act: SMARCA2 (BRM) function activators, primary screen, cell-based, luminescence, high throughput; MG213 cells, MMTV-luciferase reporter, dexamethasone, overnight; activation, % at 9.1 µM; actives 1% (n = 370,000); AID 652017, 2013; in the data active means activation above about 7.8%;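 further: 0% = vehicle wells and 100% = reference activator wells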
DAX1 inh-2: DAX1 (NR0B1) inhibitors on StAR promoter, primary screen, cell-based, luminescence, SF-1 (NR5A1), full-length DAX-1; inhibition, % at 6.8 µM; HEK293T StAR-luciferase reporter, SF-1/DAX-1 repression relief; AID 652010, 2013; actives 1.1% (n = 370,000);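 active means inhibition above the mean over all tested compounds plus 3 SD, cut at about 3.6% in these data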;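 further: 0% = DAX-1 cells with DMSO and 100% = cells lacking DAX-1 with DMSO; higher inhibition means more luminescence from relief of DAX-1 repression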
hgDAF-12 ag: H. glycines DAF-12 receptor agonists, primary screen, cell-based, luminescence, HEK293, GAL4 fusion, UAS-luciferase. activation, % at 6.8 µM. HEK293 GAL4-hgDAF12 UAS-luciferase reporter, agonist luminescence; normalized to butyrate control. actives 1.8% (n = 370,000). Nuclear hormone receptor DAF-12 (Heterodera glycines), GAL4 fusion;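 active means activation above a cutoff set at the mean of all screened compounds plus 3 SD, cut at about 10% in these data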;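 further: 0% = DMSO wells and 100% = sodium butyrate wells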
HGIII-sPLA2 inh: human group III sPLA2 inhibitors, primary screen, biochemical, QFRET, BODIPY PC-A2 liposome substrate. Group 3 secretory phospholipase A2 (Homo sapiens), Q9NZ20. QFRET BODIPY PC-A2 liposome hydrolysis, fluorescence. inhibition, % at 12.2 µM. actives 0.56% (n = 370,000). AID 743126, 2013;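 active means inhibition above mean plus 3 SD of compounds lying within the high and low control bounds, cut at about 19% in these data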;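 further: 0% = median of test compound wells and 100% = no enzyme DMSO wells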
Starred values were filed as active, the others as inactive; i = inactive; · = not tested or not shown.

SMILES	NPR2 activator	ssDAF12 agonist	hcDAF-12 act	DAX1 inh-1	GAA850 FXN act	NPR1 activator	ADAM10 inh	SMARCA2 act	DAX1 inh-2	hgDAF-12 ag	HGIII-sPLA2 inh
COC(=O)CN1C(=O)C2(C(C#N)=C(N)Oc3cc(C)oc(=O)c32)c2ccccc21 (centres undefined)	1	-0.9	-0.9	-0.9	1.3	0	0	2	0.6	-1.3	0
Cc1ccccc1CSCC(=O)NNC(=S)NCC1CCCO1 (centres undefined)	5	-1.1	-1.4	0.0	2.0	1	2	1	0.3	2.5	24*
O=C(NCc1ccccc1F)C(c1ccccc1)c1ccccc1	-2	-1.5	-1.6	0.8	-0.8	-23	4	0	0.0	2.8	-7
O=S1(=O)CCOC[C@H](Cc2ccccc2)N1Cc1ccccc1Br	-6	-1.1	-1.5	0.2	1.0	-4	2	-1	-0.3	-0.7	-5
COCCCNC(=O)c1ccccc1Oc1ccccc1	2	-0.9	-1.5	0.4	0.3	3	1	1	-0.8	-1.2	-4
CN(C)c1ccc(C(C(=O)NCC2CCCO2)N(Cc2ccco2)C(=O)c2snc(C(N)=O)c2N)cc1 (centres undefined)	3	-0.6	1.2	-0.4	-3.9	-2	-4	-2	0.6	-0.4	2
CCc1ccc(C(=O)C(C)OC(=O)CNS(=O)(=O)c2ccc(C)cc2)cc1 (centres undefined)	0	-0.9	-0.6	0.0	0.2	-1	8	3	-0.2	0.6	-11
COc1cc(OC)c(OC)cc1CN1CCN(Cc2ccc(C(F)(F)F)cc2)CC1	-9	-0.3	0.2	-1.9	0.2	-5	0	1	-0.2	-2.4	-2
COc1ccc(-c2cn3ccc(C)cc3n2)cc1	1	-0.2	7.2*	-3.1	-0.6	2	-143	3	5.3*	14*	2
CCc1nnc(NS(=O)(=O)c2ccc(NC(=O)COc3ccc(Cl)c(C)c3)cc2)s1	3	-1.4	-1.2	0.0	1.1	6	11	1	0.5	2.3	-64
CC(c1ccco1)N(C(=O)Nc1ccccc1)C1CCCCC1 (centres undefined)	5	-1.1	-0.1	-0.1	-1.0	-2	2	0	0.2	-1.1	3
CCC(=O)Nc1ccc(C(=O)NNC(=O)COc2cccc(C)c2)cc1	-4	-1.0	0.7	-0.2	-2.2	0	5	-3	0.1	-0.2	-1
Cn1ncc(Cl)c1C(=O)N1CCOCC1	10	-1.4	0.3	0.3	1.3	0	6	-1	-0.5	-0.3	1
COCCOc1cc(NC(=O)c2cccc(OC)c2)c(Cl)cc1Cl	5	-1.2	-0.5	1.1	1.1	-1	5	-2	0.0	-2.9	6
COc1cc2c(cc1OC)C(=O)CCC2	0	-0.9	-1.5	0.4	0.6	1	-66	5	-2.7	-0.9	-2
CC(=O)N1C(=O)/C(=C2\SC(=S)N(NS(=O)(=O)c3ccc(C)cc3)C2=O)c2ccccc21	-5	-0.4	4.3	-1.1	1.6	-2	-5	0	0.1	3.9	-4
COc1ccc(Cl)cc1NC(=O)CNC(c1ccccc1)c1ccccc1	-2	-1.8	-2.4	-1.0	2.8	-4	-5	-3	-0.5	0.0	-11
O=C(NC1(C(F)(F)F)N=C2SCCN2C1=O)c1ccco1 (centres undefined)	0	-1.0	-1.0	1.6	-1.1	-1	-3	-2	-0.2	-3.2	0
Cc1cccc(NC(=O)CCN2C(=O)c3ccccc3C2=O)n1	-1	-1.6	-1.5	-0.2	0.8	4	6	2	0.1	-1.9	6
O=C1c2ccccc2C(c2nnnn2-c2ccc3c(c2)OCCO3)N1Cc1ccco1 (centres undefined)	-3	-1.1	-1.1	·	·	-2	-3	-4	-1.7	0.3	7

Complete entries from above. Order of screens: NPR2 activator	ssDAF12 agonist	hcDAF-12 act	DAX1 inh-1	GAA850 FXN act	NPR1 activator	ADAM10 inh	SMARCA2 act	DAX1 inh-2	hgDAF-12 ag	HGIII-sPLA2 inh
Cc1cccc(NC(=O)CCN2C(=O)c3ccccc3C2=O)n1 as listed: -1	-1.6	-1.5	-0.2	0.8	4	6	2	0.1	-1.9	6
COCCCNC(=O)c1ccccc1Oc1ccccc1 as listed: 2	-0.9	-1.5	0.4	0.3	3	1	1	-0.8	-1.2	-4

Additional structures follow.
SMILES	NPR2 activator	ssDAF12 agonist	hcDAF-12 act	DAX1 inh-1	GAA850 FXN act	NPR1 activator	ADAM10 inh	SMARCA2 act	DAX1 inh-2	hgDAF-12 ag	HGIII-sPLA2 inh
CC(C)CNC(=S)NC1CC2CCC(C1)N2Cc1ccccc1 (centres undefined)	-1	-1.0	6.8*	-1.5	2.1	-1	-4	-2	0.8	1.7	17
Cc1cc(C)cc(NC(=O)NC2CCN(S(=O)(=O)c3ccc(F)cc3)CC2)c1	-5	-0.9	-1.6	·	·	0	2	0	-1.2	2.0	-1
CCOC(=O)c1cc(C(=O)OCC)cc(-n2cc(O)c(C(=O)OCC)n2)c1	-2	-1.5	-1.7	0.3	-2.6	0	10	-4	0.3	-1.4	3
COc1ccc(OCC#CCNC(C)(C)C)cc1	8	-0.9	0.1	-1.5	0.2	4	-2	-1	0.3	0.4	2
CCOc1ccc2nc(NC(=O)CN3CCOCC3)sc2c1	1	-0.9	-0.3	-0.4	3.0	2	15	6	-0.4	1.7	3
CCCCN(CCCNC(=O)C1CCN(S(=O)(=O)N2CCOCC2)CC1)c1ccccc1	4	-1.0	-2.0	-2.2	-2.2	0	1	-1	0.3	0.5	0
COc1ccc2cc(C(=O)/C=C/c3cc(OC)c(OC)c(OC)c3)ccc2c1	-3	-1.2	-4.3	-0.4	-2.3	-4	-6	-6	-1.1	-5.6	-5
CCCN(C(=O)COC(=O)CCC(=O)c1ccccc1)c1c(N)n(Cc2ccccc2)c(=O)[nH]c1=O	3	-0.7	1.7	0.6	0.1	1	-5	-1	-1.2	0.1	4
CN(C)CCNC(=O)c1cc2c(s1)-c1ccccc1OC2	-6	-0.8	2.1	3.3	3.8	8	i	1	3.6	9.3	-4
NS(=O)(=O)c1ccc(NC(=O)CSc2nc3c(c(=O)[nH]2)CCCC3)cc1	1	-0.8	1.7	1.8	0.7	2	13	-1	-0.1	-0.4	3
CC(OC(=O)Cn1cnc2c1c(=O)n(C)c(=O)n2C)C(=O)NC(C)c1ccc(Cl)cc1Cl (centres undefined)	-9	-1.2	0.0	-0.7	-1.6	-8	-6	-1	1.0	1.6	-13
ONC(=NCc1ccccc1)c1ccccc1	2	-1.0	0.5	1.6	1.6	1	-7	4	-0.7	-1.6	2
COc1cccc(NC(=O)CN2C(=O)NC(CCc3ccccc3)C2=O)c1 (centres undefined)	3	-1.7	1.2	-0.1	-0.3	3	-21	-1	-1.6	-0.3	-2
C[C@H]1CN([C@@H](C)CO)C(=O)CCCn2cc(nn2)CO[C@@H]1CN(C)S(C)(=O)=O	3	-0.8	-0.7	1.3	1.5	2	-13	-1	0.4	1.6	13
Cn1c(C(=O)NCc2cccnc2)cc2sccc21	-5	-1.1	-0.2	-0.9	-2.1	-1	-3	1	-0.3	1.7	3
CCN(CCCNC(=O)C1CCN(S(=O)(=O)N2CCOCC2)CC1)c1cccc(C)c1	-4	-1.0	-1.1	-0.5	-0.4	0	5	2	-0.5	0.8	2
FC(F)(F)c1cc(-c2ccco2)nc(NCc2cccs2)n1	-1	-1.1	-1.6	0.8	-1.2	0	-11	3	-0.1	2.5	4
CCOc1ccc(CN2CCCC(CNC(=O)c3ccc(F)cc3)C2)cc1CO (centres undefined)	4	-1.4	3.0	-1.4	-2.8	-3	0	-2	-0.7	-0.9	-5
CC1CN(C(=O)CCn2c(=O)oc3ccccc32)CC(C)O1 (centres undefined)	2	-1.1	-1.3	0.3	-1.2	-1	-16	-4	0.2	6.0	9
CCOc1ccc(C(=O)NNC(=O)CN2C(=O)C3CC=CCC3C2=O)cc1OC (centres undefined)	7	-0.9	1.2	0.0	-0.8	-1	-10	-1	-0.6	-1.6	-1
Cc1oc(-c2cccc(F)c2)nc1CN1CCCCC1CCc1ccccn1 (centres undefined)	-3	-1.2	1.1	2.0	1.0	-4	-5	3	-0.2	1.8	-4
CC(C)NC(=O)CC(=O)N/N=C/c1c(F)cccc1Cl	-1	-1.2	0.0	-0.2	3.0	2	-2	5	-0.3	-1.9	4
CC(C)OCCCN1CC(=O)N2C(c3ccccc3)c3[nH]c4ccccc4c3C[C@H]2C1=O (some centres undefined)	21	-0.6	2.2	1.3	-0.1	15	1	-3	-1.0	0.9	-21
Cn1nc(C(F)(F)F)cc1-c1ccc(/C=C(\C#N)C(=O)c2cccc(C(F)(F)F)c2)s1	-2	-1.3	2.1	·	2.6	26	-13	-2	1.0	-0.6	4
Cc1ccc(OCC(O)CN2CC3(C)CC2CC(C)(C)C3)cc1 (centres undefined)	4	-1.9	1.4	-0.3	1.2	1	-4	-2	-0.2	2.5	11
Cc1ccc(NC(=O)CN(C(=O)N2CCN(C)CC2)S(=O)(=O)c2ccc(C)cc2)cc1	0	-0.7	-0.1	1.4	-0.8	-3	-5	2	-1.2	2.6	1
COc1ccc(NC(=O)CNc2ccccc2C(C)=O)cc1S(=O)(=O)N1CCOCC1	-9	-0.7	-0.1	-0.5	0.1	-1	-59	-1	-1.9	-1.4	0
Cc1cccnc1NC(=O)C1CCN(S(=O)(=O)c2ccc3ccccc3c2)CC1	6	-0.6	-0.6	1.6	0.8	-3	0	-2	0.7	-2.7	-5
COCCOC(=O)c1[nH]c2c(c1C)C(=O)CC(c1cccs1)C2 (centres undefined)	-10	-0.7	-2.6	-3.2	-1.8	-1	-2	-2	-1.5	-1.6	7
CC(C)C[C@H](N)c1cn([C@@H](CCCCN)C(=O)N2CCNCC2)nn1	12	-1.7	-0.1	0.2	1.1	0	12	0	-0.2	-1.0	5
COc1ccc(N2CCN(c3cc(C)c4ccc(O)cc4n3)CC2)cc1	-5	-1.3	-1.4	0.0	-1.1	-1	-140	3	0.2	-3.1	-30
CC(C)(C)C(=O)c1cn(CC(=O)O)c2ccccc12	7	0.0	3.2	-0.6	3.3	4	1	-5	-0.8	-2.2	-1
O=C(CSc1ccc(F)cc1)NCCSc1ccccc1	-3	-0.8	-1.2	0.9	3.2	4	2	2	0.0	0.1	2
O=C(CSc1n[nH]c(-c2ccccc2)n1)NC(=O)NCc1ccco1	-6	-0.9	2.7	-0.1	2.0	2	1	2	0.2	-1.0	-18
